M. tuberculosis = growth inhibition of non-replicating M. tuberculosis (AID 488890); 320,000 compounds, 0.39% hits; Mycobacterium tuberculosis non-replicating, growth inhibition; higher % means a stronger effect; one-dose inhibition, % at 25 µM; IC50 in µM for titrated hits; in the data active = a potency from the dose series; inconclusive = inhibition mostly from about 82% at the one dose, without a potency; inactive = the rest, 99 in 100 with inhibition below about 76%;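 also: plate controls were DMSO cells for no effect and high antibiotic wells for full effect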
H37Rv inhibition = M. tuberculosis growth inhibition, HTS (AID 449762). M. tuberculosis H37Rv growth inhibition, 7H9 media; higher % means a stronger effect. inhibition, % at 25 µM, or IC50 in µM where a hit was titrated. 330,000 compounds, 0.59% hits; in the data active = a potency from the dose series; inconclusive = inhibition above about 70% without an active follow-up result;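 also: bacterial growth assessed after seven days of incubation; strong numbers were not always called active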
influenza NS1A = NS1A inhibition, H1N1 influenza, cell based functional assay (AID 504329) | 340,000 compounds, 0.3% hits | NS1A functional cell-based assay, percent inhibition; higher % means a stronger effect | inhibition, % at 12.5 µM; hits with a dose series show IC50 in µM; in the data active = a potency from the dose series; inconclusive = inhibition above about 27% without an active follow-up result; also: strong numbers were not always called active
PhoP GFP inhibition = Inhibition of PhoP regulon, Salmonella typhi GFP reporter cells, confirmation, 4 h (AID 1850); one-dose inhibition, % at 50 µM; IC50 in µM for titrated hits; 310,000 compounds, 0.33% hits; Salmonella Typhi PhoP-promoter GFP reporter, fluorescence, 4 h; higher % means a stronger effect; in the data active = a potency from the dose series; inconclusive = inhibition mostly from about 25% at the one dose, without a potency; inactive = the rest, 99 in 100 with inhibition below about 19%;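 also: 0% = induced wells with vehicle and 100% = uninduced wells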
VEEV TC-83 Vero = inhibitors of VEEV TC-83 cytopathic effect, confirmation, Vero cells (AID 588727); Vero cells, VEEV TC-83 cytopathic effect inhibition; higher % means a stronger effect; one-dose inhibition, % at 20 µM; IC50 in µM for titrated hits; 350,000 compounds, 0.13% hits; in the data active = a potency from the dose series; inconclusive = inhibition mostly from about 14% at the one dose, without a potency; inactive = the rest, 99 in 100 with inhibition below about 12%; also: strong numbers were not always called active
Active calls of the source: *; i = inactive; ? = inconclusive; . = no result given. Hits appear at their usual frequency; overall some 1.5% were active at least once.

SMILES	M. tuberculosis	H37Rv inhibition	influenza NS1A	PhoP GFP inhibition	VEEV TC-83 Vero
COc1ccc(C/C(N)=N/OC(=O)Cc2ccccc2)cc1OC	10%	9%	2%	5%	4.1%
COc1ccc(C(=O)CC(=O)O)c2c1C=CC(C)(C)O2	-8%	-4%	2%	-3%	1.3%
CC(=O)c1ccc(NC(=O)C2CCCC2)cc1	74%	-2%	-25%	4%	i
CCOCCCNC(=O)CCNC(=O)c1cc(OC)c(OC)c(OC)c1	-4%	0%	6%	-1%	i
COc1ccc(NC(=O)CN(C)C(=O)c2cccc(S(=O)(=O)N3CC4(C)CC3CC(C)(C)C4)c2)cc1 (stereo not given)	20%	7%	-4%	14%	5.2%
CC1S/C(=N/N=C2CCCCC2)NC1=O (stereo not given)	17%	8%	-3%	-3%	i
CN(C)c1ccc(C2Nc3ccccc3C(=O)N2NS(C)(=O)=O)cc1 (stereo not given)	-5%	1%	-2%	6%	2.5%
c1ccc2sc(-c3ccc4c(c3)OCO4)nc2c1	19%	-6%	-7%	-11%	i
Cc1ccc2[nH]c(=O)c(CN(CC3CCCO3)C(=S)NCc3ccco3)cc2c1 (stereo not given)	17%	-2%	2%	11%	7.4%
CCOc1cccc2sc(N(CCN(CC)CC)C(=O)c3ccc(S(=O)(=O)N4CCCCC4)cc3)nc12	20%	3%	4%	-4%	0.4%
Cn1ccnc1SCCNC(=O)CCc1nnc(CCc2ccccc2)o1	-18%	-4%	2%	-6%	0.6%
CCC(C)NC(=O)c1cc2cc3ccc(OC)cc3nc2s1 (stereo not given)	?	68%	5%	5%	7.1%
Cc1ccc(-c2c[n+](CC(=O)Nc3nc(-c4ccc(F)cc4)cs3)c3n2CCC3)cc1	76%	?	4%	-4%	0.5%
COC(=O)/C(=C\Nc1ccccc1N)c1ncc(C(F)(F)F)cc1Cl	4%	-5%	5%	-9%	2.3%
Cc1nc(CSc2ccccc2)cc(=O)[nH]1	0%	1%	13%	-4%	0.0%
COCCc1nnc(NC(=O)C(C)C)s1	-8%	3%	-2%	2%	1.6%
O=C(NCc1ccccc1)C1=C[C@H](C2CC2)C[C@H](OCCCCO)O1	10%	8%	-4%	-3%	0.4%
Cn1c(C(C(=O)NCC2CCCO2)N(C(=O)Cn2nnc3ccccc32)C2CCCCC2)nc2ccccc21 (stereo not given)	18%	-11%	-22%	13%	i
CCOC(=O)NC(NCc1cccc(C(F)(F)F)c1)(C(F)(F)F)C(F)(F)F	4%	-2%	4%	-3%	1.6%
CC(O/N=C(\N)c1ccccc1)C(=O)Nc1cccc(C(F)(F)F)c1 (stereo not given)	0%	-1%	-18%	.	0.7%
Cc1ccc(Oc2nc(CN3CCOCC3)nc3sc4c(c23)CCC(C)C4)cc1 (stereo not given)	60%	.	4%	-3%	1.9%
CS(=O)(=O)c1ccc(-c2cccc(NC(=O)COc3ccccc3)c2)nn1	1%	1%	22%	2%	0.3%
Nc1ccccc1C#Cc1ccc2[nH]ccc2c1	12%	-1%	-2%	-4%	0.6%
O=C(O)CCCn1cc(NC(=O)COc2cccc(Cl)c2)cn1	-11%	-3%	2%	3%	i
COc1ccc(NC(=O)CCNC(=O)c2ccc([N+](=O)[O-])cc2)cc1S(=O)(=O)N1CCOCC1	.	.	-13%	.	1.2%

Next part.
SMILES	M. tuberculosis	H37Rv inhibition	influenza NS1A	PhoP GFP inhibition	VEEV TC-83 Vero
COc1ccc(NC(=O)/C(C#N)=C\c2ccc(OCc3ccc(C(=O)O)cc3)c(OC)c2)cc1	2%	0%	6%	5%	0.0%
CC(C)COC(=O)NC1c2ccccc2Oc2ccccc21	12%	3%	-11%	-2%	1.0%
CC(C)CC(CO)NS(=O)(=O)c1cccc(Cl)c1F (stereo not given)	.	.	-3%	.	0.9%
O=C(CSCc1cc(=O)n2ccsc2n1)Nc1ccccc1	-3%	6%	0%	-10%	1.7%
OC(Cn1c2ccccc2c2ccccc21)C[n+]1ccccc1 (stereo not given)	8%	-4%	-2%	1%	i
CCOC(=O)C1CCN(Cc2c(F)cccc2Cl)CC1	5%	-3%	5%	-1%	i
Cc1ccc(Oc2ccc(C=O)cn2)cc1	73%	6%	5%	8%	1.8%
COCCCNC(=O)CCc1ccc(S(=O)(=O)Nc2ccc(C)cc2)cc1	9%	-10%	19%	4%	0.1%
Cc1nn(CC2CC2)c(=O)n1-c1ccccc1F	-6%	6%	10%	-7%	0.4%
CCCCCCSc1ccc([C@H]2N[C@@](CC(C)C)(C(=O)OC)[C@H]3C(=O)N(C)C(=O)[C@@H]23)cc1	10%	10%	6%	6%	0.1%
Cc1ccnc(NC(=O)c2cccc([N+](=O)[O-])c2C)c1	23%	6%	-8%	-1%	1.5%
COCCn1c(=O)[nH]c2cc(C(=O)N3CCN(c4ccccc4F)CC3)ccc2c1=O	33%	18%	8%	8%	1.9%
Cc1nc2c3ccccc3nc(NNC(=O)CCC(=O)NCCC(C)C)n2n1	-14%	2%	-8%	0%	0.0%
COC(=O)c1ccccc1OCC(=O)N1CCN(c2ccc(OC)cc2)CC1	-1%	.	-1%	-8%	0.4%
C(=N\N1CCN(C2c3ccccc3-c3ccccc32)CC1)/c1cccnc1	14%	?	5%	14%	4.6%
CC(=O)NC1(C(F)(F)F)C(=O)Nc2c1c(=O)[nH]c(=O)n2CCc1ccccc1 (stereo not given)	-3%	4%	2%	0%	0.3%
Cc1ccnc2nc(C(=O)OCC(=O)N3CCc4ccccc43)nn12	-2%	6%	-10%	1%	0.3%
COc1ccc(CC(C)CC(=O)NCCc2ccc(OC)c(OC)c2)cc1 (stereo not given)	1%	-3%	-13%	-1%	i
Cc1ccc(C(=O)NN2C(=O)C3C4c5ccccc5C(c5ccccc54)C3C2=O)cc1 (stereo not given)	10%	0%	-3%	-5%	i
CN1C(=O)/C(=C/c2ccccc2OCc2ccccc2F)NC1=S	-2%	5%	-4%	-1%	0.0%
COc1ccc(C)cc1N(C(=O)c1ccco1)C(C(=O)NC1CCCC1)c1cc(OC)c(OC)c(OC)c1 (stereo not given)	21%	0%	-3%	-18%	1.0%
CCN1CCN(C(=O)CCN2C(=O)c3ccccc3S2(=O)=O)CC1	-8%	-6%	0%	-5%	1.4%
O=C(O)C1=C[C@H](C2CC2)C[C@H](OCc2ccc(CO)cc2)O1	-16%	0%	-9%	-4%	1.2%
CC(C)(C)CC(C)(C)n1nnnc1N	.	.	10%	.	1.3%
O=c1c2ccccc2ncn1C1CCCCC1	5%	2%	31%	1%	3.1%

Profiles, quoted from the list. Order of values: M. tuberculosis | H37Rv inhibition | influenza NS1A | PhoP GFP inhibition | VEEV TC-83 Vero
COc1ccc(CC(C)CC(=O)NCCc2ccc(OC)c(OC)c2)cc1 (stereo not given) is entered as 1% | -3% | -13% | -1% | i
COCCCNC(=O)CCc1ccc(S(=O)(=O)Nc2ccc(C)cc2)cc1 is entered as 9% | -10% | 19% | 4% | 0.1%
CN1C(=O)/C(=C/c2ccccc2OCc2ccccc2F)NC1=S is entered as -2% | 5% | -4% | -1% | 0.0%
Cc1nn(CC2CC2)c(=O)n1-c1ccccc1F is entered as -6% | 6% | 10% | -7% | 0.4%
CC(C)(C)CC(C)(C)n1nnnc1N is entered as . | . | 10% | . | 1.3%

Reformatted comma-delimited: part of the list above.
Compound,M. tuberculosis,H37Rv inhibition,influenza NS1A,PhoP GFP inhibition,VEEV TC-83 Vero
Cc1nc(CSc2ccccc2)cc(=O)[nH]1,0%,1%,13%,-4%,0.0%
COc1ccc(NC(=O)/C(C#N)=C\c2ccc(OCc3ccc(C(=O)O)cc3)c(OC)c2)cc1,2%,0%,6%,5%,0.0%
CCN1CCN(C(=O)CCN2C(=O)c3ccccc3S2(=O)=O)CC1,-8%,-6%,0%,-5%,1.4%

Next part.
SMILES	M. tuberculosis	H37Rv inhibition	influenza NS1A	PhoP GFP inhibition	VEEV TC-83 Vero
O=C(COc1ccc(F)cc1)c1ccc2c(c1)CCCC2	?	?	8%	0%	i
CCN(CC(=O)NC1CCCC1)S(=O)(=O)c1ccc(F)cc1	10%	8%	-7%	-4%	0.7%
CCS(=O)(=O)N1Cc2ccccc2CC1C(=O)Nc1ccc(OC)cc1OC (stereo not given)	9%	1%	-16%	-3%	i
O=C(Nc1c2c(nn1-c1ccccc1)CS(=O)C2)c1ccco1 (stereo not given)	13%	5%	-1%	-10%	1.3%
COc1cccc(NC(=O)c2cc(-c3ccco3)nc3ccccc23)c1	13%	4%	1%	9%	10%
O=S(=O)(c1ccc2c(c1)C(=NO)c1cc(S(=O)(=O)N3CCCCC3)ccc1-2)N1CCCCC1	4%	.	-17%	-12%	6.2%
CNC(=O)c1c(C)nc(SCC(=O)NCc2ccc(OC)cc2)c(C#N)c1-c1ccco1	-1%	-1%	-4%	-9%	1.5%
CCOC(=O)C1=CNS(=O)(=O)NC1c1cccc(O)c1 (stereo not given)	.	.	20%	.	1.7%
O=S(=O)(Nc1ncnc2sc3c(c12)CCC3)c1cc(F)ccc1F	13%	-6%	13%	-11%	2.6%
Cc1cc([N+](=O)[O-])nn1CCCC(=O)Nc1sc2c(c1C(N)=O)CCCC2	16%	-2%	19%	-10%	0.2%
CN(c1ccc(C(=O)N2CCCCC2)cc1)S(C)(=O)=O	-5%	-8%	0%	0%	i
O=C(Nc1ccc(F)cc1)Nc1nnc(-c2ccccc2)o1	?	?	-1%	-3%	4.5%
C=CCn1c(SCCOc2ccccc2)nnc1C(C)NC(=O)c1ccccc1 (stereo not given)	17%	1%	20%	-9%	5.0%
O=C(NCc1ccc(F)cc1)c1ccc(CS(=O)(=O)c2ccc(Br)cc2)o1	0%	-1%	-12%	15%	i
CC1CCN(S(=O)(=O)c2ccc3c(c2)CCN3C(=O)CCC(=O)O)CC1	1%	-6%	2%	-1%	i
CC(C)CC(=O)NC(=S)Nc1ccc(S(=O)(=O)N2CCN(C)CC2)cc1	23%	-6%	-6%	-7%	0.5%
CCN(CC)C(=O)CSc1nnc(-c2ccccc2)n1-c1ccccc1	0%	2%	2%	-10%	0.5%
CC1CCCN(CCCNC(=O)c2cc3c(s2)-c2ccccc2OC3)C1 (stereo not given)	-1%	9%	-2%	3%	44%
COc1ccccc1CNC(=O)C(=O)NCC1OCCN1S(=O)(=O)c1cccs1 (stereo not given)	39%	-6%	-4%	2%	1.1%
O=C(NC(=S)NC1CCSC1=O)c1ccccc1Cl (stereo not given)	33%	-1%	-12%	-8%	i
Cc1oc(-c2cccs2)nc1CNC[C@H]1O[C@@H](n2cnc3c(N)ncnc32)[C@H](O)[C@@H]1O	-7%	-1%	-7%	.	0.3%
C=CCNC(=O)c1ccccc1NS(=O)(=O)c1ccccc1	11%	-4%	-6%	-10%	0.5%
OC(COc1ccc(OCC(O)CN2CCCCCC2)cc1)CN1CCCCCC1 (stereo not given)	-6%	1%	-7%	22%	0.1%
O=C(N/N=C/c1ccc(F)cc1)c1ccc(Br)cc1	-7%	-1%	-4%	-5%	2.3%
COc1ccc(CC(=O)Nc2cccnc2)cc1	-3%	7%	7%	3%	2.2%

(cont.)
SMILES	M. tuberculosis	H37Rv inhibition	influenza NS1A	PhoP GFP inhibition	VEEV TC-83 Vero
Cc1nn(C)c(C)c1S(=O)(=O)N(CC(=O)N1CCc2ccccc2C1)c1ccc(C(C)C)cc1	33%	5%	-5%	2%	4.0%
O=C(Nc1nnc(C2=COCCO2)o1)c1ccc(Cc2ccccc2)cc1	i	3.3µM*	-18%	1%	0.5%
CCn1c(CC(=O)Nc2ccccc2)nnc1SCc1nc2ccccc2c(=O)[nH]1	-9%	2%	-6%	7%	i
COc1ccc(C(CNS(=O)(=O)c2ccccc2)N2CCN(C)CC2)cc1 (stereo not given)	10%	-7%	-11%	0%	1.7%
Cc1ccc(S(=O)(=O)CCC(=O)Nc2ccccc2C)cc1	18%	8%	-3%	2%	0.7%
CCOc1ccc(-n2c(-c3ccco3)n[nH]c2=S)cc1	-9%	1%	-10%	-3%	3.1%
FCCCOc1ccc(/C=N/OCc2ccc(Cl)cc2)cc1	71%	10%	1%	10%	i
Cc1c(C(=O)Nc2ccc(Nc3ccccc3)cc2)cccc1[N+](=O)[O-]	70%	-11%	1%	-3%	0.6%
O=C(CN1C(=O)NC(Cc2c[nH]c3ccccc23)C1=O)Nc1cccc(S(=O)(=O)N2CCCCCC2)c1 (stereo not given)	22%	4%	10%	-1%	5.6%
COCCNCC(=O)NCC12CC3CC(CC(C3)C1)C2	66%	-4%	-9%	1%	1.9%
COc1ccc(C(=O)Nc2ccc(Br)cc2F)cc1S(=O)(=O)N1CCCC1	.	.	-2%	.	8.7%

Screens: PubChem, Southern Research Specialized Biocontainment Screening Center
